BRCA1 expr up – BRCA1 expression activation; MCF7-BRCA1-FFLuc reporter, luminescence, 48 h; response scale: scaled: vehicle 0%, 10 µM genistein 100%; Potency, µM (series often up to 46.1 µM), without a hit: top-dose activation, actives largely listed as activators; 1.1% of 380,000 active; active means well fitted activation curve with a large enough effect; inconclusive means small, poorly fitted or top-dose-only effect; inactive means no such curve, though single readings can be large or run the other way; further: nearly all actives have a fitted effect of over 80% in size; some results filed as inactive show a strong effect at the top dose
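Reporter cells (MCF7, BRCA1 promoter-firefly luciferase) received library compounds across a concentration series for 48 h. End-point luminescence was measured and concentration-effect curves derived after normalization.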
uPA generation – blocks generation of uPA at the cell surface. cell surface uPA generation assay, qHTS. Potency, µM (titrated, usually from 38.3 µM), without a hit: top-dose activity change, negative = inhibition, usual class: inhibitors. 0.31% of 330,000 active. AID 540303; active means well fitted inhibition curve with a large enough effect; inconclusive means small, poorly fitted or top-dose-only effect; inactive means no such curve, though single readings can be large or run the other way; tested in mouse RAW 264.7 cells; further: on the % scale 0 is the no-effect control and ±100 the full control effect; nearly all actives have a fitted effect of over 55% in size
An asterisk follows results filed as active; ? = inconclusive; [ ] = remark or other dose. Potency means the concentration at half of the fitted maximal effect.

Under each structure: BRCA1 expr up	uPA generation
> COC(=O)c1c(NC(=O)CSc2ncnc3ccccc23)sc(C)c1C
  -16%	-5%
> O=C(Nc1c(Br)cc2c(c1Br)Cc1ccccc1-2)C(F)(F)F
  -53%	4%
> O=C(Sc1n[nH]c(=O)[nH]c1=O)c1ccccc1
  -3%	0%
> CCC(C(=O)Nc1ccc(S(=O)(=O)N2CCN(C)CC2)cc1)c1ccccc1 (stereo not drawn)
  -13%	-11%
> Cc1cc(C(=O)C(C(c2ccccc2)N2CCOCC2)N2CCOCC2)ccc1Cl (stereo not drawn)
  -3%	1%
> CCOC(=O)C1=C(N)OC2=C(C(=O)CCC2)C1c1ccc2c(c1)OCO2 (stereo not drawn)
  -16%	0%
> N#CCC(=O)N1CCN(Cc2ccc3c(c2)OCO3)CC1
  12%	0%
> O=C1[C@H]2[C@H](C=CC[C@H]2C(=O)N2CCN(c3ccccc3)CC2)CCN1Cc1ccc(Cl)c(Cl)c1
  -27%	8%
> COC(=O)C[C@H]1c2cc(C(F)(F)F)ccc2S(=O)(=O)N1c1ccc(N(C)C)cc1
  -5%	-14%
> CC(=NNC(=S)SCc1ccccc1)c1ccccn1
  -75%	-12%
> Cc1ccsc1/C=N/NC(=O)Cc1ccc([N+](=O)[O-])cc1
  -29%	0%
> Cn1c(=O)c2c(nc(CN3CCc4ccccc4C3)n2Cc2ccc(F)cc2)n(C)c1=O
  -70%	-16%
> Cc1cn([C@H]2C[C@H](O)[C@@H](CCC(=O)NCc3ccccc3)O2)c(=O)[nH]c1=O
  -7%	-3%
> COC(=O)Cn1c(CN2CCN(c3ccccc3F)CC2)nc2c1c(=O)n(C)c(=O)n2C
  15%	-15%
> O=C(Nc1cccc(Br)c1)C1CC(=O)N(C2CCCC2)C1 (stereo not drawn)
  -14%	2%
> O=c1[nH]c(=S)[nH]cc1Oc1ccc(Br)cc1Br
  -8%	-3%
> Cc1[nH]c(=O)n(C(C)C)c(=O)c1Br
  2%	-5%
> Cn1c(=O)c2ncn(C)c2n(C)c1=O
  -20%	4%
> COc1ccc(S(=O)(=O)N2CCOC2CNC(=O)C(=O)NCc2ccc3c(c2)OCO3)cc1 (stereo not drawn)
  -16%	-6%
> C/C=C/c1cc(OC)c2c(c1)[C@H](C)[C@@H](c1ccc(O)c(OC)c1)O2
  5%	-8%
> CCN(CC)CC(=O)NC1CCCc2c1cnn2-c1cc(F)cc(F)c1 (stereo not drawn)
  4%	10%
> COc1ccc(NS(=O)(=O)c2cccc(C(=O)N/N=C/c3c(F)c(F)c(F)c(F)c3F)c2)cc1
  -85%[inhibitor]	?
> O=C(c1cccc(Cl)c1)N1CCC2CC1c1cc(N3CCOCC3)ccc12 (stereo not drawn)
  -11%	6%
> Cn1c(=O)c(-c2ccccc2)cc2ccccc21
  39%	3%
> Cc1cc(C)c2c(c1C)C(=O)CCC2
  -18%	-1%
> O=C(c1ccccc1Cl)N1CCN(c2ncccn2)CC1
  0%	1%
> Nc1ccc(S(=O)(=O)c2ccc(NC(=O)c3cccnc3)cc2)cc1
  1%	1%
> CCOc1ccc(Cl)cc1Nc1nc(NCCO)nc(N2CCCC2)n1
  0%	-1%
> COc1ccc(CCNC(=O)C2CC2)cc1
  0%	2%
> O=[N+]([O-])c1cc(-c2csc(NC(CO)c3nc4ccccc4n3CCOCCO)n2)ccc1Cl (stereo not drawn)
  -49%	-24%

The final 3 records of the section before are carried over, then new ones follow:
Under each structure: BRCA1 expr up	uPA generation
> CCOc1ccc(Cl)cc1Nc1nc(NCCO)nc(N2CCCC2)n1
  0%	-1%
> COc1ccc(CCNC(=O)C2CC2)cc1
  0%	2%
> O=[N+]([O-])c1cc(-c2csc(NC(CO)c3nc4ccccc4n3CCOCCO)n2)ccc1Cl (stereo not drawn)
  -49%	-24%
> O=C1NC(=O)N(c2ccc(Cl)cc2)C(=O)/C1=C/c1ccc2c(c1)CCN2Cc1ccccc1Cl
  -23%	-2%
> COc1ccc(-c2cn3c(C)c(C(=O)N4CCN(c5ccccc5)CC4)sc3n2)cc1
  21%	4%
> CCOc1cc(C(=O)N/N=C/c2cn(-c3ccccc3)nc2-c2cc3ccccc3o2)cc(OCC)c1OCC
  71%	5%
> O=C1CCC/C1=c1\s/c(=C/c2cccnc2)c(=O)n1-c1ccccc1
  1%	-3%
> O=[N+]([O-])c1cccc2[nH]ncc12
  45%	5%
> C=C[C@H]1[C@H](OC2OC(CO)C(O)C(O)C2O)OC=C(C(=O)OC)[C@H]1C[C@H]1CC(=O)C[C@H](CC(=O)CCc2ccc(O)cc2)O1 (stereo partly drawn)
  4%	5%
> Nc1ccc2c(c1)C(=NO)c1cc([N+](=O)[O-])ccc1-2
  -42%	-8%
> CCN(CC)CCCN1C=C2C(=O)C(C)(OC(=O)CCC(=O)OC)C(=O)C=C2C=C1C1CC1 (stereo not drawn)
  4%	5%
> O=C(O)C(Cc1ccccc1N(CCO)CCO)N1C(=O)c2ccccc2C1=O (stereo not drawn)
  -17%	8%
> CC(C)(C)S(=O)N1Cc2cc(CO)ccc2[C@@H]1CCO (stereo partly drawn)
  35%	5%
> Clc1ccc(-c2ccnc3nc(N4CCOCC4)nn23)c(Cl)c1
  3%	-1%
> CCOC(=O)c1c(NC(=O)CSc2nnc(-c3ccc(Cl)cc3)o2)sc2c1CCC2
  -16%	-3%
> CN(c1ccccc1)c1cc(Br)nc(Br)c1
  -8%	-12%
> O=C(O)c1ccccc1NC(c1ccccc1)c1ccc2cccnc2c1O (stereo not drawn)
  -85%	-9%
> O=C1CC(c2ccccc2)C(=O)N2C(=O)CC(c3ccccc3)C(=O)N12 (stereo not drawn)
  0%	3%
> CCCCNC1(C#N)CCN(Cc2ccccc2)CC1
  -8%	1%
> CC(C)CCNC(=O)C1CC(c2ccccc2[N+](=O)[O-])=NO1 (stereo not drawn)
  30%	5%
> CCN(CC)CCOC(=O)c1ccc(N=CC2=C(O)CC(C)(C)CC2=O)cc1
  10%	2%
> CN(C)c1ccc(N2[C@@H](CC(=O)O)c3cc(C(F)(F)F)ccc3S2(=O)=O)cc1
  46%	2%
> O/N=C/c1cc(Br)ccc1OCc1ccc(F)cc1
  19%	2%
> CCOC(=O)C1(CCOC)CCN(C/C=C/c2ccccc2OC)CC1
  -10%	-28%
> COc1ccc(C=NNC(=O)NN=Cc2ccc(OC)c(OC)c2)cc1OC
  103%	-14%
> O=C1c2ccccc2NC(c2ccc(Br)s2)N1O (stereo not drawn)
  -63%	?
> O=C1/C(=C\c2ccc(Cl)cc2)CCC1CNc1ccc(Cl)cc1 (stereo not drawn)
  -42%	-3%
> Cc1c(CCCl)c(Cl)n2c(nc3ccccc32)c1C#N
  -93%[inhibitor]	-9%
> O=C1Nc2ccccc2C1=Nc1ccccc1-c1ccccc1
  -34%	-5%
> Nc1cc(Cl)cc2c1-c1ccc(Cl)cc1C2
  24%	2%
> CC(C)(C)C(=O)NCCc1nc(-c2ccccc2)no1
  51%	1%
> O=C(CN1CCOCC1)Nc1cccc([N+](=O)[O-])c1
  0%	2%
> O=C(Nc1ccccc1)c1cn(CCBr)cn1
  41%	?

Further structures:
Under each structure: BRCA1 expr up	uPA generation
> Cc1nc(Nc2nc(-c3ccccc3)cc(=O)[nH]2)nc2ccccc12
  -78%[inhibitor]	-2%
> CC12CCC(=O)C=C1CCCC2=O (stereo not drawn)
  -3%	-2%
> CC(C)(C)c1nnc2sc(SCC(O)=C(C#N)c3nc4ccccc4[nH]3)nn2c1=O
  -7%	-10%
> CC(=O)N(c1ccccc1C)c1ccccc1C
  -10%	7%
> COc1ccc2[nH]cc(CCNC(=O)Cn3cc(C)c(=O)[nH]c3=O)c2c1
  4%	2%
> CCOC(=O)C1Nc2ccc(OC(F)(F)F)cc2C2C=CCC12 (stereo not drawn)
  1%	0%
> CN(CCc1ccccc1)C(=O)c1ccc(NC(=O)Cc2ccc(NC(=O)C3CCN(C(=O)C4CCCC4)CC3)cc2)cc1
  0%	-7%
> CCCOc1ccc(/C(O)=C2/C(=O)C(=O)N(CCN(C)C)C2c2ccncc2)cc1 (stereo not drawn)
  17%	2%
> Cc1[nH]oc(=O)c1N=Nc1ccc2[nH]c(=O)[nH]c2c1
  10%	-8%
> CCOc1ccc(NS(=O)(=O)c2ccc(NC(=O)c3ccccc3C(=O)O)cc2)cc1
  2%	1%
> C#CCOCCOCCOCCNc1nc(N2CCN(C(=O)Cn3cc(CCO)nn3)CC2)nc(N2CCN(C(=O)Cn3cc(CCCN=C(N)N)nn3)CC2)n1
  -1%	4%
> O=c1cc(CO)oc(C(Nc2ccccn2)c2ccccc2F)c1O (stereo not drawn)
  12%	-11%
> Cc1nccn1C(c1ccccc1)c1ccccc1
  -6%	0%
> OCCCNc1ncnc2[nH]ncc12
  1%	0%
> Cc1cc(NC(=O)NC(=O)c2ccccc2NC(=O)C(C)N)ccc1Oc1ncc(Br)cn1 (stereo not drawn)
  -75%	-10%
> Cc1ccccc1N=Nc1c(O)[nH]c2ccccc12
  -32%	-1%
> COC(=O)C1=C(C(=O)OC)[C@@H]2N(Cc3ccccc3)c3ccccc3[C@@]23C[C@@H](C(=O)OC)N(C(=O)c2cc(C)oc2C)C3=N1
  -59%	?
> Cc1ccc(NS(=O)(=O)c2ccc(NC(=O)c3ccccc3C(=O)O)cc2)c(C)c1
  -6%	5%
> N#Cc1c(N2CCN(c3ccc([N+](=O)[O-])cc3)CC2)[n+](=O)c2ccc(Cl)cc2n1[O-]
  -81%	-7%
> O=C1NC2c3c(Cl)sc(Cl)c3C(=O)C2O1 (stereo not drawn)
  10%	-11%
> CN(C=O)c1ccc(CSc2ccccc2)cc1
  8.9µM*	1%
> CN1C(=O)c2oc3ccccc3c(=O)c2C1c1cccnc1 (stereo not drawn)
  -6%	-4%
> O=C(NN=Cc1ccccc1O)c1cccc([N+](=O)[O-])c1
  -112%[inhibitor]	-14%
> CCOC(=O)[C@@H]1CSCCS(=O)(=O)N1
  13%	-10%
> CC(C)(C)OC(=O)N(Cc1ccccc1)Cc1ccc(OCc2cccc(NC(=O)C3CC3)c2)cc1
  -28%	20%
> CCN(CC(=O)Nc1c(F)cccc1F)C(=O)CCCOc1ccccc1
  -11%	14%
> Cc1ccc(NC(=O)c2cccc(S(=O)(=O)Nc3c(C)n(C)n(-c4ccccc4)c3=O)c2)cc1C
  -14%	10%
> Cc1ccc(S(=O)(=O)N(CCC(=O)NCC(c2ccccc2)N(C)C)c2ccccc2)cc1 (stereo not drawn)
  -10%	-7%
> COc1cc(/C=C/CO)ccc1O[C@@H]1O[C@H](CO)[C@@H](O)[C@H](O)[C@H]1O
  5%	-2%
> Cc1ccccc1C(=O)Nc1c(C(=O)N2CCN(C)CC2)cnn1-c1ccccc1
  -1%	1%

Arranged by formula weight (highest first): 7 of the compounds above.
Under each structure: BRCA1 expr up	uPA generation
> COC(=O)C1=C(C(=O)OC)[C@@H]2N(Cc3ccccc3)c3ccccc3[C@@]23C[C@@H](C(=O)OC)N(C(=O)c2cc(C)oc2C)C3=N1
  -59%	?
> Cc1ccc(NC(=O)c2cccc(S(=O)(=O)Nc3c(C)n(C)n(-c4ccccc4)c3=O)c2)cc1C
  -14%	10%
> Cc1ccc(S(=O)(=O)N(CCC(=O)NCC(c2ccccc2)N(C)C)c2ccccc2)cc1 (stereo not drawn)
  -10%	-7%
> O=c1cc(CO)oc(C(Nc2ccccn2)c2ccccc2F)c1O (stereo not drawn)
  12%	-11%
> CN1C(=O)c2oc3ccccc3c(=O)c2C1c1cccnc1 (stereo not drawn)
  -6%	-4%
> O=C1NC2c3c(Cl)sc(Cl)c3C(=O)C2O1 (stereo not drawn)
  10%	-11%
> CC(=O)N(c1ccccc1C)c1ccccc1C
  -10%	7%

Next part.
Under each structure: BRCA1 expr up	uPA generation
> COc1cccc(-c2ccc3c(c2)C2CC3CCN2C(C)=O)c1 (stereo not drawn)
  6%	4%
> Cc1nc2cc(-c3cccs3)[nH]n2c(=O)c1C
  ?	0%
> Cc1csc(NC(C)c2nc3cc(C(F)(F)F)ccc3n2CCCO)n1 (stereo not drawn)
  0%	?
> O=C1C(=NO)CC(c2ccccc2)N1c1ccccc1 (stereo not drawn)
  -10%	2%
> O=C(Cc1ccc(NC(=O)C2CCN(C(=O)C3CCC3)CC2)cc1)Nc1cccc(C(=O)N2CCCCC2)c1
  2%	2%
> CC1=CC(C)(C)NC(=S)N1c1ccc([N+](=O)[O-])cc1
  -12%	-8%
> CCc1c(C)nc2[nH]ncn2c1=O
  -12%	5%
> CC(C)(C(=O)c1ccccc1)/[N+]([O-])=C/c1ccccc1F
  17%	-1%
> COc1ccc(NS(=O)(=O)c2ccc(NC(C)=O)cc2)nn1
  -18%	5%
> NNC(=O)C1CCN(S(=O)(=O)c2ccc(Cl)cc2)CC1
  -19%	0%
> CC1=CC(=NNS(=O)(=O)c2ccc([N+](=O)[O-])cc2)CC(C)(C)C1
  -8%	-2%
> Nc1ccccc1C(=O)C[C@H](N)C(=O)O
  6%	10%
> Cc1ccccc1NC(=O)N(O)C1(C#N)CCCCC1
  -14%	6%
> Nc1cccc2c(O)cccc12
  -29%	-5%

From PubChem

The list is partial. The share of hits here may be higher or lower than overall.
